MEKK2 WT-MEK5 – raises or lowers MEK5 binding to wildtype human MEKK2 PB1 domain. bead flow cytometry, Alexa488-MEK5 binding to MEKK2 WT; actives lie on both sides. binding response (% of control), % at 10 µM. 1.1% of 290,000 active; in the data active = binding response below about 67% or above about 130%
NALP1 inh – NALP1 inhibition | S. cerevisiae NALP1/ASC/caspase-1 growth, X-gal OD620, 72 h | inhibition, % at 10 µM | 0.61% of 280,000 active; in the data active = inhibition mostly above about 24%, no sharp cut-off; inactive = mostly below about 32%; note: some compounds called inactive have numbers as strong as hits
SUMO HTRF inh – SUMOylation inhibition; P63279; HTRF SUMOylation assay, SAE1/SAE2 + UBC9, in vitro; inhibition, % at 35 µM; 0.36% of 290,000 active; in the data active = inhibition above about 50%, passing the limit was not always enough; note: strong numbers were not always called active
MEKK3 PB1 HTS – modulators (inhibitors or enhancers) of MEK5 binding to human MEKK3 PB1 domain; Q99759; bead-based flow cytometry, Alexa488-MEK5 binding to MEKK3; actives lie on both sides; 0 = blocked by unlabeled MEK5, 100 = vehicle; binding response (% of control), % at 10 µM; 1.4% of 290,000 active; AID 1529;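 active = binding response more than 3 SD above or below the average of its plate-row segment, actives on both sides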;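 note: Alexa488 bead fluorescence after subtracting the streptavidin-only scavenger bead signal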
IDE cell activ – boosts human insulin-degrading enzyme activity in HEK cells; P14735; FAbeta-B cleavage, fluorescence polarization; 0% vehicle, 100% cell-free pure enzyme wells; activation, % at 5.96 µM; 0.073% of 340,000 active; AID 493087;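 active = activation above the mean of all tested compounds plus 3 SD, set per screening campaign, cut at about 17% in these data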
Target sequence (P14735 whole entry, looked up): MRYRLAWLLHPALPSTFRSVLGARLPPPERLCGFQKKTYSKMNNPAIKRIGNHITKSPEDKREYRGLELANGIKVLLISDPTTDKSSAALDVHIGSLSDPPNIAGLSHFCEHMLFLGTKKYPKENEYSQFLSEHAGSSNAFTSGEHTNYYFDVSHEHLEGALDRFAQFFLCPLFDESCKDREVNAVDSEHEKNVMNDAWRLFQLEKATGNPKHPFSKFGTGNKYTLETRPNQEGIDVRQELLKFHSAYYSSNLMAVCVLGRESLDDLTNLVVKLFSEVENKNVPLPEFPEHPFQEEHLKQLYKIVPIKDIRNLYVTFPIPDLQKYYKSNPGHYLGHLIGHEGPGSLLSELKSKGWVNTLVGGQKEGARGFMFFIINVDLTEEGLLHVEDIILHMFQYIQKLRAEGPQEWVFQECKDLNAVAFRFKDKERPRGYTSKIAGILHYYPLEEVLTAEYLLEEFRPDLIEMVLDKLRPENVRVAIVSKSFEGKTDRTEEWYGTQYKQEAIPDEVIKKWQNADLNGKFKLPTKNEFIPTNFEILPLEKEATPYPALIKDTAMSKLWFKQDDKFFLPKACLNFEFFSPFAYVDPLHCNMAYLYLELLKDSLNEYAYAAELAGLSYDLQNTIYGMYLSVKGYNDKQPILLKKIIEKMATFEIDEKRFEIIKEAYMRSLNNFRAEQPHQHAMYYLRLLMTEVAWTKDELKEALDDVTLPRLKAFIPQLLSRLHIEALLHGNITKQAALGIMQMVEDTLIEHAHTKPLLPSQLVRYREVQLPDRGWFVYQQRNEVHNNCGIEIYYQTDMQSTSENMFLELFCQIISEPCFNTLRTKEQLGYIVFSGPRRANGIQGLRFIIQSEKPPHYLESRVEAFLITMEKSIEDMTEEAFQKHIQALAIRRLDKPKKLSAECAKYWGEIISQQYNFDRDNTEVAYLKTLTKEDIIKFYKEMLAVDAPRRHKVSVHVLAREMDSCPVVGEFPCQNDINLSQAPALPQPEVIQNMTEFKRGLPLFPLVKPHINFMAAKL
IDE inh – inhibits human insulin-degrading enzyme in HEK cells. P14735. FAbetaB cleavage, fluorescence polarization. inhibition, % at 5.59 µM. 0.41% of 320,000 active. AID 434962;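 active = percent inhibition above the average of all tested compounds plus 3 SD, set per screening campaign, cut at about 16% in these data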;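 note: IDE supplied by intact live HEK cells; FP after avidin binding of uncleaved biotin substrate so inhibition keeps polarization high; 0% = DMSO wells and 100% = 60 µM reference IDE inhibitor Ii1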
M18AAP inhibitor – blocks P. falciparum M18 aspartyl aminopeptidase. recombinant PfM18AAP, H-Glu-NHMec fluorogenic cleavage. inhibition, % at 7.35 µM. 1.2% of 290,000 active;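 active = inhibition above the campaign mean inhibition over all tested compounds plus 3 SD, cut at about 28% in these data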;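 note: 0% = plate median of test compound wells and 100% = 2 mM ZnCl2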
pCIP destab – lowers stability of the mouse p/CIP coactivator protein. 0.01% of 290,000 active. decrease of EGFP signal, % at 10 µM. AID 1984. F442A p/CIP-EGFP cells, EGFP fluorescence, 16 h;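 active = EGFP signal decrease of at least 30% at 10 µM or well 3 SD below plate mean, unless failing retest; inactive = the rest, including hits failing retest or dose response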; note: some compounds called inactive have numbers as strong as hits; many of its hits are not listed in these tables
MEKK2 mut-MEK5 – signal of MEK5 binding to mutant human MEKK2 PB1 domain | bead flow cytometry, Alexa488-MEK5 binding to MEKK2 mutant | percent response, % at 10 µM | 0.35% of 290,000 active; in the data active = percent response above about 24%, passing the limit was not always enough; note: inactives centre near 1; some results filed as inactive read as strong as hits; reference of the scale not given here
* = called active by the depositor; x = no result given; [ ] = dose if it differs, or a comment.

SMILES | MEKK2 WT-MEK5 | NALP1 inh | SUMO HTRF inh | MEKK3 PB1 HTS | IDE cell activ | IDE inh | M18AAP inhibitor | pCIP destab | MEKK2 mut-MEK5
NC(=O)CSc1nnc(-c2cccc(S(=O)(=O)N3CCOCC3)c2)n1C1CCCCCC1 | 106 | 4 | 10 | 103 | 5 | -1 | -1 | 0 | 1
Cc1ccc2nc(/N=C(\N)NC(=O)N3c4ccccc4Sc4ccccc43)nc(C)c2c1 | 101 | 18 | -26 | 103 | 2 | 0 | -1 | -3 | -2
Cc1c(NC(=S)/C=C2\N(C)c3ccccc3C2(C)C)c(=O)n(-c2ccccc2)n1C | 104 | 2 | 6 | 99 | -2 | 0 | 18 | -23 | 1
CO/N=C/C(=N\Nc1ccccc1)C(=O)c1ccccc1 | 99 | 26 | -2 | 106 | -3 | -4 | -1 | 7 | -4
O=C(NNc1cccc(Cl)n1)Nc1ccccc1 | 105 | 4 | -13 | 95 | 2 | 1 | 59* | 8 | 0
CCc1ccc(N(C(=O)c2snc(C(N)=O)c2N)C(C(=O)NCC2CCCO2)c2ccco2)cc1 (stereo not drawn) | 97 | 13 | 0 | 99 | -3 | 0 | 2 | -18 | -4
CCN1CCN(C(=S)Nc2ccc(C(C)=O)cc2)CC1 | 78 | 6 | 8 | 71 | 5 | 9 | 1 | -6 | -23
COc1ccc(OC)c(Nc2cc(C)c3ccccc3n2)c1 | 104 | 10 | 1 | 103 | 8 | -5 | -6 | 32 | -1
N#Cc1c(-c2ccc(Cl)cc2)c(C#N)c(=O)n(N)c1N | 99 | 24 | -8 | 105 | -1 | 1 | 4 | 9 | 0
O=c1c(O)c(-c2ccc(O)cc2)oc2cc(O)cc(O)c12 | 97 | x | x | 101 | -1 | 0 | x | x | 0
Cc1cc(C(=O)CCC(=O)N2CCN(c3ccccc3F)CC2)c(C)s1 | 94 | -20 | -20 | 94 | -4 | 7 | 1 | -12 | -7
O=C1OCc2nc3cc4c(cc3c(-c3ccc(F)cc3)c21)OCO4 | 99 | 2 | 21 | 104 | 2 | 10 | -1 | 17 | 2
Cc1cc(C)c(NC(=O)c2sc3nc(C)[nH]c(=O)c3c2C)c(C)c1 | 105 | -4 | -1 | 107 | x | -5 | 6 | -14 | 10
Cc1ccc(NC(=O)C2CCCCC2C(=O)O)cc1C (stereo not drawn) | 127 | 13 | -4 | 127 | -6 | 9 | -1 | 2 | 24
COC(=O)C1CCN(C(=O)N2CCOCC2)CC1 | 97 | 12 | 0 | 96 | 1 | 4 | -3 | 0 | -1
COc1ccc(-c2cc3nc(C)c(CCC(=O)N4CCN(c5ccccn5)CC4)c(C)n3n2)c(OC)c1 | 99 | 20 | 8 | 102 | 1 | 3 | -1 | 6 | 0
COc1ccc(NC(=O)C(=O)Nc2cccc3cccnc23)cc1OC | 103 | 3 | 7 | 102 | 4 | 1 | 10 | 0 | 0
CCCCCCC(=O)N1C/C=C\C(c2ccc(OC)cc2)N(Cc2ccc(F)cc2)C(=O)C1 (stereo not drawn) | 105 | -4 | -21 | 97 | -1 | -3 | x | -2 | 1
C=CCN1CCN(C(=O)CCCc2ccccc2)CC1 | 108 | 27 | 2 | 102 | 0 | 3 | -1 | 1 | 2
CCOC(=O)N1CCN(c2cc(N3CCOCC3)c(F)cc2[N+](=O)[O-])CC1 | 104 | 10 | 16 | 102 | -1 | 0 | 6 | 2 | 2
CCOC(=O)N1CCN(S(=O)(=O)c2cc(Br)cc3c2N(C(=O)C2CC2)CC3)CC1 | x | 34 | -2 | x | -1 | -2 | -6 | 11 | x
O=C(NCCN1CCOCC1)c1c(F)c(F)c(F)c(F)c1F | 94 | x | -6 | 102 | -6 | 1 | -3 | -7 | 0
CC(=O)N1CCN(C(=O)c2ccc3c(c2)OCCO3)CC1 | 105 | -8 | -2 | 105 | 1 | -2 | -1 | 0 | 4
CCc1nc(C)ccc1OCC(=O)O | 100 | 12 | 2 | 104 | 7 | 1 | -1 | -21 | 1
CNc1nn(-c2cccc(Cl)c2)nc1N | -1.0* | 13 | 17 | 104 | 8 | -5 | -15 | 3 | 8
CN1CCC(=NNC(=O)CN(c2cccc(Cl)c2)S(C)(=O)=O)CC1 | 108 | 25 | -13 | 104 | 2 | -1 | 2 | 6 | -1
O=S(=O)(c1ccc2ccccc2c1)N1CCC(c2nc(-c3ccncc3)no2)CC1 | 102 | -14 | -15 | 110 | -3 | 3 | -3 | 2 | 1
O=C1CN(C(=O)COC(=O)CCCOc2ccccc2)c2ccccc2N1 | 106 | 23 | 2 | 125 | 3 | -6 | -4 | 12 | -1
COc1ccccc1Nc1nc(C)nc2c1oc1ccccc12 | 107 | 17 | 17 | 106 | 0 | -1 | -13 | -9 | 2
O=C(c1cccc([N+](=O)[O-])c1)N1CCN(Cc2ccccc2)CC1 | 105 | -3 | -6 | 104 | 2 | -3 | -6 | -16 | 8
COc1cc2c(cc1OC)CN(Cc1ccccc1)CC2 | 107 | 24 | 1 | 104 | -2 | 2 | -1 | 1 | 2
COc1ccc(N(CC(=O)N/N=C/c2cccs2)S(=O)(=O)c2ccccc2)cc1 | 87 | -4 | 8 | 95 | 3 | -3 | 0 | -3 | -10
O=C(O)c1cc(-c2ccc(N3CCOCC3)cc2)nn1-c1ccc(F)cc1 | 102 | 17 | -6 | 98 | 2 | 4 | -2 | 1 | 21
Clc1ccc(-n2nnnc2CN2CCOCC2)cc1 | 87 | 4 | 15 | 87 | 7 | -2 | -4 | 9 | -8
CCc1c(C)nc2c(-c3ccccc3)c(C)[nH]n2c1=O | 103 | 5 | 5 | 100 | 5 | x | -4 | 20 | 0
COc1ccc(OC)c(C(=O)NC(CC(N)=O)c2ccc(NC(C)C)c([N+](=O)[O-])c2)c1 (stereo not drawn) | 106 | 1 | -7 | 105 | -2 | -5 | -4 | 1 | 1

Whole records, quoted from the list.
Results for `O=C1CN(C(=O)COC(=O)CCCOc2ccccc2)c2ccccc2N1` : MEKK2 WT-MEK5 = 106; NALP1 inh = 23; SUMO HTRF inh = 2; MEKK3 PB1 HTS = 125; IDE cell activ = 3; IDE inh = -6; M18AAP inhibitor = -4; pCIP destab = 12; MEKK2 mut-MEK5 = -1
Results for `COc1ccc(N(CC(=O)N/N=C/c2cccs2)S(=O)(=O)c2ccccc2)cc1` : MEKK2 WT-MEK5 = 87; NALP1 inh = -4; SUMO HTRF inh = 8; MEKK3 PB1 HTS = 95; IDE cell activ = 3; IDE inh = -3; M18AAP inhibitor = 0; pCIP destab = -3; MEKK2 mut-MEK5 = -10

The listing continues.
SMILES | MEKK2 WT-MEK5 | NALP1 inh | SUMO HTRF inh | MEKK3 PB1 HTS | IDE cell activ | IDE inh | M18AAP inhibitor | pCIP destab | MEKK2 mut-MEK5
Cc1nc(C(F)(F)F)c(C(=O)N/N=C(\N)c2cccnc2)s1 | 102 | 11 | 9 | 110 | 7 | 4 | 4 | 5 | -3
O=C(NCc1ccccn1)C1CCN(S(=O)(=O)c2ccccc2)CC1 | 100 | 18 | 3 | 102 | 3 | 4 | -3 | -5 | 2
C=CCNC(=S)/N=c1/ccccn1C | 84 | 6 | 14 | 92 | 8 | -3 | 4 | -4 | -21
Cc1ccccc1-n1ncc2c1CC(C)(C)CC2NC(=O)c1snnc1C (stereo not drawn) | 98 | 9 | 18 | 101 | 2 | -2 | -13 | -18 | 4
COC(=O)c1ccc(NC(=O)CN2CCCC2)cc1 | 99 | -5 | 0 | 96 | 2 | -3 | 2 | -1 | -1
CCCS(=O)(=O)N1CCCC(C(=O)NCCc2ccccc2)C1 (stereo not drawn) | 111 | 2 | 13 | 108 | 2 | 2 | 0 | -2 | 11
C=CCNC(=O)COC(=O)c1ccc(Cl)c(S(N)(=O)=O)c1 | 96 | -8 | 0 | 102 | 4 | 3 | 1 | -3 | -1
Cc1ccc2c(c1)N(S(=O)(=O)c1ccc(CN3C(=O)c4cccnc4C3=O)cc1)CCO2 | 100 | 10 | x | 98 | 1 | -2 | -3 | -1 | -11
CCSc1cnn(-c2ccccc2)c(=O)c1SCC | 98 | 18 | 3 | 99 | -1 | 2 | -2 | 9 | 1
Cn1c(NC(=O)c2ccc(F)cc2)nc2ccccc21 | 106 | 8 | 42 | 102 | 3 | x | 0 | 3 | 4
Cc1ccc(CN(C)C(=O)C2CCC(=O)N(CC3CCCCC3)C2)o1 (stereo not drawn) | 99 | 15 | -5 | 100 | -5 | 2 | -12 | -9 | -2
O=C1CCCc2oc3c(cc(NS(=O)(=O)c4ccc5c6c(cccc46)C(=O)N5)c4ccccc43)c21 | 92 | x | 15 | 93 | 3 | 10 | -8 | -11 | 1
CC(C)OCCCNC(=O)CCN1C(=O)COc2ccccc21 | -2.0*[inhibitor] | -8 | -18 | 1.0*[inhibitor] | -5 | 1 | 7 | -1 | -20
CC(C)n1c(N2CCN(CC(=O)Nc3ccc4c(c3)OCCO4)CC2)nc2ccccc21 | 110 | 7 | 20 | 110 | -2 | 1 | -5 | 7 | 3
Cc1ccc(Nc2nc(N)nc(CN3CCN(Cc4ccccc4)CC3)n2)cc1Cl | 117 | x | 19 | 109 | -1 | 1 | 8 | 0 | 4
O=C(C1CC1)N1CCN=C1SCc1ccc(Cl)cc1 | x | 7 | 17 | x | 1 | 4 | 2 | -11 | x
CC(C)(C)OC(=O)N/N=C/c1cccc([N+](=O)[O-])c1 | 85 | 1 | 13 | 81 | -2 | -1 | -4 | 6 | -9
O=C(Nc1ncc(Cc2ccc(Cl)cc2Cl)s1)c1ccc([N+](=O)[O-])cc1 | 110 | 23 | 9 | 101 | 2 | 4 | 10 | -12 | 1
COC(=O)c1ccc2nc(NC(=O)CCS(=O)(=O)c3ccccc3)sc2c1 | 102 | 6 | 30 | 98 | 0 | -1 | -11 | -3 | 4
O=C(CN1CCSC1=NCc1ccccc1)c1ccc(Cl)c(Cl)c1 | 126 | 46* | 5 | 105 | -2 | -1 | -4 | 1 | 33
CCN(C(=O)COC(=O)/C=C/c1cnc2ccccc2n1)c1ccccc1 | 98 | -4 | -1 | 102 | 1 | -9 | -2 | 3 | -1
CCCCOc1ccc(NC2=NC3(CCCCC3)N=C(N)N2)cc1 | 115 | 32 | -9 | 94 | 5 | 2 | -9 | -13 | -2
CCc1ccc(Nc2nnc(SCC(=O)N(C)CC(=O)Nc3ccccc3CC)s2)cc1 | 97 | 17 | 0 | 100 | -3 | -4 | 1 | -7 | -2
Cc1cc(N2CCN(C3CCCCC3)CC2)n2nc(C)nc2n1 | 97 | 13 | 14 | 108 | 1 | 3 | -8 | 1 | -4
N#Cc1ccccc1Cn1c(=O)n(Cc2ccc(C(=O)NCc3ccco3)cc2)c(=O)c2ccccc21 | 81 | -44 | 4 | 69 | -4 | 1 | -3 | -2 | -12
CC1(C)Cc2ccccc2-c2nnc(SCC(=O)Nc3nc4ccccc4s3)n21 | 98 | 8 | 5 | 104 | -2 | -3 | 10 | -14 | 0
Cc1cccc(NC2=C(Cl)C(=O)OC2OC(=O)c2ccco2)c1 (stereo not drawn) | 90 | 27 | 5 | 100 | -2 | 2 | -4 | 7 | -6
CC(C)(C)c1ccc(O)c(N=Cc2cc(Br)ccc2O)c1 | 95 | 9 | 23 | 107 | 6 | 2 | 56* | -8 | 0
CC1CC(=O)Nc2ccccc2N1S(=O)(=O)c1ccc(Br)cc1 (stereo not drawn) | 106 | 39 | 4 | 105 | -1 | 2 | -9 | -2 | 3
COc1cccc(N2CCN(C(=O)c3cc4c(OC)c(OC)c(OC)cc4[nH]3)CC2)c1 | 97 | 21 | -4 | 98 | 0 | 2 | 1 | 3 | -5

Compound activity: PubChem, several laboratories

Some of the compounds tested; the hit share may differ from the screen's.
